PME-1 inh – PME-1 inhibitors via competitive probe labeling, primary screen, biochemical, fluorescence polarization, FP-Rh probe, HTS | Protein phosphatase methylesterase 1 (Homo sapiens), Q9Y570 | recombinant PME-1 | inhibition, % at 5.9 µM | 320,000 compounds, 0.53% hits;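 active = inhibition above the campaign mean of all compounds plus 3 SD, cut at about 26% in these data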;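 also: competitive labeling of PME-1 active site by serine hydrolase directed probe; 0% = PME-1 with DMSO and 100% = wells lacking PME-1 enzyme; inhibitors block probe labeling so polarization falls and inhibition rises; many of its hits are not listed in these tables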
GLD-1 RNA inh – GLD-1/TGE RNA complex disruptors, primary screen, biochemical, fluorescence polarization; purified GLD-1 + fluorescein TGE RNA; 320,000 compounds, 0.44% hits; inhibition, % at 5.96 µM; Female germline-specific tumor suppressor gld-1 (Caenorhabditis elegans), Q17339;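 active = percent inhibition above a per-plate cutoff, the plate mean of test compounds plus 3 SD, cut at about 30% in these data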;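 also: 0% = DMSO wells with GLD-1 and probe and 100% = wells lacking GLD-1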
Target sequence (Q17339 whole entry, looked up): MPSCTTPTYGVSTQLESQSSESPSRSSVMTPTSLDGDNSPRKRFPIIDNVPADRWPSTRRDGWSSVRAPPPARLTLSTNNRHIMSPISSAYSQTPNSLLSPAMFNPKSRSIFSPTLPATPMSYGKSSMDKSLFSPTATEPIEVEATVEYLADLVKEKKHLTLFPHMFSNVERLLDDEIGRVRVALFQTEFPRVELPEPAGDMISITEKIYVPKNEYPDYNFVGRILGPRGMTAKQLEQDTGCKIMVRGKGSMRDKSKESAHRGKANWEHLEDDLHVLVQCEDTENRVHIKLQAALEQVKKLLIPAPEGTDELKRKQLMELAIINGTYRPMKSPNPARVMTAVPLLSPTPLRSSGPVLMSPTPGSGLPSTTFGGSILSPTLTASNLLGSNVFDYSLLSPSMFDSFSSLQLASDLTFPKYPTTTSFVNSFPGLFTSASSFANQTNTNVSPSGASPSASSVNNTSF
MCL1 BIM primary – inhibitors of MCL1 binding to BIM-BH3, primary screen, biochemical, fluorescence polarization; Induced myeloid leukemia cell differentiation protein Mcl-1 (Homo sapiens), Q07820; GST-MCL1 / FITC-Bim-BH3 fluorescence polarization; inhibition, % at 10.9 µM; 320,000 compounds, 0.68% hits;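 active = inhibition above the mean inhibition of all tested compounds plus 3 SD, set per campaign, cut at about 40% in these data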;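 also: 0% = DMSO wells and 100% = unlabeled Bim-BH3 peptide control; higher means more loss of mP so more displacement of Bim peptide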
Fam108B counter – mouse Fam108B serine hydrolase inhibitors, primary screen, counter-screen for RBBP9 inhibitor project, biochemical, fluorescence polarization; recombinant Fam108B, FP-Rh probe fluorescence polarization; inhibition, % at 9.51 µM; 300,000 compounds, 0.33% hits; AID 1947, 2009;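 active = inhibition above the screen mean inhibition plus 3 SD, computed separately per campaign, cut at about 18% in these data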;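 also: inhibitors lower polarization as less probe binds the enzyme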
Bcl-xL primary – inhibitors of human Bcl-xL, primary screen, biochemical, fluorescence polarization, HTS; GST-Bcl-xL / FITC-Bim BH3 peptide fluorescence polarization; inhibition, % at 10.9 µM; 320,000 compounds, 0.7% hits;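 active = inhibition above the mean of all tested compounds plus 3 SD, cutoff set per campaign, cut at about 30% in these data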;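 also: 0% = DMSO wells and 100% = unlabeled Bim-BH3 peptide competitor; inhibitors lower millipolarization by displacing the labeled peptide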
MEX-5 binding – MEX-5 zinc finger RNA-binding disruptors – biochemical, C. elegans, fluorescence polarization, MLPCN library, primary screen. 300,000 compounds, 0.38% hits. activity score (negative = inhibition of binding), % at 10 µM. MEX-5/FITC-TCR2 RNA binding; active compounds read low. Zinc finger protein mex-5 (Caenorhabditis elegans), Q9XUB2. AID 1832, 2009;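 active = inhibition past about -25% in most replicates, and total fluorescence under double the plate's negative control median, limit read from the data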;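 also: 0% = DMSO and -100% = 5 µM competing unlabeled TCR2 RNA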
Target sequence (Q9XUB2 whole entry, looked up): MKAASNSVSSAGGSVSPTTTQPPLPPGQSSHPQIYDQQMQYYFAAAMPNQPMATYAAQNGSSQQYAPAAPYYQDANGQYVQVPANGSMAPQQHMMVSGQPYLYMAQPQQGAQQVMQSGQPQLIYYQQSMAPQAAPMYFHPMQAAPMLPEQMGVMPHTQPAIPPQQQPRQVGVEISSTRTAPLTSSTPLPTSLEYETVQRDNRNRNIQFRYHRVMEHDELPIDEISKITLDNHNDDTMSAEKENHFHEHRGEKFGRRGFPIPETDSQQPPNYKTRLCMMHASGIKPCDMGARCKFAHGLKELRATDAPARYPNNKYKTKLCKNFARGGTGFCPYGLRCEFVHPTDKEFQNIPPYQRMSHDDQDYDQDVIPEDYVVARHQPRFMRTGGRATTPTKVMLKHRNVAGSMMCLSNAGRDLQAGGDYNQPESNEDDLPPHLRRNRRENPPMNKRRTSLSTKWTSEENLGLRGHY
GSTO1 inh – inhibitors of recombinant GSTO1, primary screen, counter-screen for RBBP9 inhibitor project, biochemical, fluorescence polarization; 300,000 compounds, 1.1% hits; Glutathione S-transferase omega-1 (Homo sapiens), P78417; activity-based probe fluorescence polarization; inhibition, % at 5.96 µM;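 active = inhibition above the campaign mean inhibition plus 3 SD, cut at about 35% in these data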;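 also: 0% = GSTO1-1 with DMSO and 100% = wells lacking GSTO1-1 enzyme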
PAD4 FP inh – human PAD4 inhibitors, primary screen, biochemical, fluorescence polarization, 1536-well format; AID 485272, 2010; Protein-arginine deiminase type-4 (Homo sapiens), Q9UM07; 330,000 compounds, 0.41% hits; inhibition, % at 6.36 µM; recombinant PAD4, RCA probe fluorescence polarization;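 active = percent inhibition above a cutoff equal to the mean of all tested compounds plus 3 SD, cut at about 15% in these data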;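 also: 0% = PAD4 with RCA probe and DMSO and 100% = probe without PAD4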
TPT1 inh – Candida albicans TPT1 enzyme inhibitors, primary screen, biochemical, fluorescence polarization; tRNA 2'-phosphotransferase TPT1 (Candida albicans SC5314); recombinant caTPT1, FP RNA substrate dephosphorylation; inhibition, % at 5 µM; 300,000 compounds, 0.81% hits; AID 1962, 2009;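 active = inhibition above the mean of all tested compounds plus 3 SD, set per screening campaign, cut at about 24% in these data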;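 also: plate controls were DMSO alone for no effect and ferristatin control at 100 nM for full effect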
Active calls of the source: *; · = not tested or not shown.

SMILES | PME-1 inh | GLD-1 RNA inh | MCL1 BIM primary | Fam108B counter | Bcl-xL primary | MEX-5 binding | GSTO1 inh | PAD4 FP inh | TPT1 inh
C(=C\c1ccccc1)/CSc1nnc(-c2ccccc2)n1Cc1ccco1 | 7.6 | 4.5 | -3.5 | 4.4 | -3.8 | 1.6 | 4.5 | -1.7 | -0.9
CNC(=O)c1ccc(NC(=O)c2cc(S(=O)(=O)N3CCOCC3)ccc2N2CCCC2)cc1 | -1.8 | 3.8 | -14.9 | · | -5.3 | · | · | 2.6 | ·
CC1CCCCN1C(=O)CSc1nnc2c(n1)[nH]c1ccccc12 (stereo not drawn) | -5.9 | 2.3 | 9.2 | -1.0 | 10.8 | 1.5 | -6.2 | -3.0 | -4.8
CS(=O)(=O)N1CCCC(C(=O)NCc2ccco2)C1 (stereo not drawn) | 0.5 | -5.7 | 1.1 | 3.8 | 1.1 | -0.8 | -0.9 | 2.7 | -2.2
O=C1c2cccc3cccc(c23)C(=O)N1Cc1ccco1 | -5.1 | -4.5 | -1.7 | 1.3 | 2.5 | -0.6 | 5.1 | -3.1 | 1.7
C[C@H]1CC[C@H]2C(=O)N3[C@H](c4ccccc4Br)[C@@H](C)CC[C@H]3C(=O)N2[C@@H]1c1ccccc1Br | -0.9 | 1.1 | 1.2 | -1.6 | 4.5 | 0.3 | 3.7 | -0.2 | -1.0
O=C(CCC(=O)N1CCOc2ccccc21)NC1CCCCCC1 | 4.5 | -3.1 | -3.5 | -5.1 | -0.8 | -1.6 | 7.7 | 0.8 | 2.9
Cc1ccc(Cn2nnc3c(=O)[nH]c(C4CCCN(C(=O)c5ccco5)C4)nc32)cc1 (stereo not drawn) | 9.2 | -7.4 | -6.5 | -5.7 | -1.4 | 0.4 | -5.9 | -7.3 | 3.0
CN(C)S(=O)(=O)c1ccc(NC(=O)c2cc(F)c(F)cc2Cl)cc1 | 2.3 | 5.8 | -9.2 | 2.2 | -1.5 | 0.7 | -0.5 | -6.1 | 6.6
N#CC(c1nc2ccccc2nc1N1CCOCC1)S(=O)(=O)c1ccccc1 (stereo not drawn) | 10.2 | 3.3 | 7.9 | -0.7 | 5.6 | · | 6.8 | 3.9 | 0.0
CCN(CC)S(=O)(=O)c1ccc(-c2nnc(SC)o2)cc1 | 2.3 | -5.0 | -6.7 | -1.8 | -1.7 | -0.5 | 0.5 | -2.4 | 0.1
CCOc1ccc(S(=O)(=O)N2CCCC(C(=O)N3CCN(c4ccccc4)CC3)C2)cc1 (stereo not drawn) | -0.2 | 3.4 | 1.3 | 1.5 | 3.1 | 0.8 | -0.2 | -4.5 | -2.4
O=C1N=C2SCCN2/C1=C\c1ccccc1Cl | -1.6 | -2.5 | 8.7 | 1.4 | 7.3 | -0.5 | 1.3 | 3.4 | -0.7
C#CCNC(=O)C1CCN(c2cc(C)nc(-c3ccccc3)n2)CC1 | -1.3 | 1.0 | 3.6 | 0.5 | 3.1 | 2.4 | 5.0 | -2.0 | 2.3
CNS(=O)(=O)c1cc(Br)ccc1S(=O)c1ccccc1C(=O)O (stereo not drawn) | -12.2 | -9.5 | -1.1 | 0.1 | 2.8 | 0.3 | -9.2 | 3.5 | 1.4
O=C(CN1C(=O)CSc2ccccc21)NCCC1=CCCCC1 | 0.4 | -6.4 | -2.0 | -4.2 | -3.8 | 0.0 | 1.1 | -5.5 | 0.4
O/N=C1\CC/C(=N\O)c2nn(-c3ccccc3Cl)nc21 | -0.6 | 1.7 | 6.5 | 1.6 | 4.5 | 0.7 | 1.0 | -1.8 | 0.8
c1ccc(-c2cc3c(nn2)CCc2nonc2-3)cc1 | 2.5 | -4.5 | 1.4 | 7.0 | 1.2 | -0.3 | -8.8 | -3.7 | -5.2
COC(=O)c1ccc(Oc2ccc(C(F)(F)F)cn2)cc1 | 3.3 | 4.5 | 0.2 | 1.9 | 0.6 | 0.1 | 3.1 | -4.8 | -0.4
Cc1cc(NS(=O)(=O)c2ccc(NC(=O)c3ccco3)cc2)nc(C)n1 | 1.4 | 1.9 | -0.1 | -2.3 | 8.2 | -3.8 | 5.2 | 1.7 | -2.8
CCOc1cc(C(=O)N(CC)CC(=O)Nc2c(F)cccc2F)ccc1OCC(=O)N1CCCCC1 | 1.6 | 4.2 | 4.1 | 1.4 | 2.4 | 3.8 | 3.8 | 0.6 | 0.2
O=C(Nc1ccc(Cl)c(Cl)c1)c1cccc(S(=O)(=O)NCc2cccnc2)c1 | -26.2 | -2.1 | 2.2 | -11.8 | 3.3 | -1.8 | -12.4 | -3.6 | -4.9
Cc1[nH]c2c(C)cccc2c1CC(=O)O | 0.6 | 3.7 | -7.2 | 2.0 | 0.0 | 1.0 | -2.0 | -3.9 | 4.2
c1csc(CNc2ncnc3ccc(-c4ccoc4)cc23)c1 | -11.2 | 0.2 | -4.9 | · | -3.0 | · | · | -5.9 | ·
CCOC(=O)CN1C(=O)C(=O)N(Cc2ccccc2F)C1=O | 1.1 | 6.4 | -3.4 | 3.8 | 1.1 | 0.0 | -10.7 | -5.4 | -1.9

Of the compounds above, these have an aryl thioether with sulfur outside any ring:
SMILES | PME-1 inh | GLD-1 RNA inh | MCL1 BIM primary | Fam108B counter | Bcl-xL primary | MEX-5 binding | GSTO1 inh | PAD4 FP inh | TPT1 inh
C(=C\c1ccccc1)/CSc1nnc(-c2ccccc2)n1Cc1ccco1 | 7.6 | 4.5 | -3.5 | 4.4 | -3.8 | 1.6 | 4.5 | -1.7 | -0.9
CC1CCCCN1C(=O)CSc1nnc2c(n1)[nH]c1ccccc12 (stereo not drawn) | -5.9 | 2.3 | 9.2 | -1.0 | 10.8 | 1.5 | -6.2 | -3.0 | -4.8
CCN(CC)S(=O)(=O)c1ccc(-c2nnc(SC)o2)cc1 | 2.3 | -5.0 | -6.7 | -1.8 | -1.7 | -0.5 | 0.5 | -2.4 | 0.1

Remaining list, next part
SMILES | PME-1 inh | GLD-1 RNA inh | MCL1 BIM primary | Fam108B counter | Bcl-xL primary | MEX-5 binding | GSTO1 inh | PAD4 FP inh | TPT1 inh
O=C(CCSc1ccccc1)N1CCOCC1 | 0.0 | 0.4 | 2.0 | 5.3 | 5.3 | -1.4 | 0.0 | 1.2 | -2.9
COc1ccc(C(=O)NCCN2CCN(C(=O)c3ccc(OC)c(OC)c3)CC2)cc1OC | 0.1 | 5.9 | 3.3 | -2.2 | 6.9 | -2.6 | -1.0 | 6.2 | -3.9
CCOc1ccccc1N(CC(=O)OC)S(C)(=O)=O | -5.0 | 4.8 | -0.2 | 1.2 | 21.7 | -2.5 | 0.1 | 5.7 | -1.9
Cc1c(Cl)cccc1NC(=O)CN(C1CCCCC1)S(C)(=O)=O | 4.0 | 5.1 | -2.3 | 0.9 | -0.3 | 1.2 | 3.0 | -0.3 | 2.4
COc1ccc(CC(NC(C)=O)C(=O)N2CCN(C(=O)Nc3ccc(Cl)cc3)CC2)cc1OC (stereo not drawn) | -0.3 | 5.7 | 9.1 | -2.3 | 3.1 | · | 10.1 | 2.2 | 0.8
Cc1cccc(NNC(=O)c2c(F)cccc2Cl)c1 | 1.9 | 4.2 | 5.8 | -0.2 | 6.0 | 1.7 | 0.5 | -1.8 | -1.4
O=C(NCCc1ccccc1C(F)(F)F)C1CCC(=O)N(CCCN2CCCC2=O)C1 (stereo not drawn) | -5.8 | 4.1 | 4.5 | 0.6 | -0.1 | 3.2 | 0.2 | 2.1 | 0.2
COc1ccc(CN(CC(=O)NCC2CCCO2)C(=O)CNS(=O)(=O)c2ccc(C)cc2)cc1 (stereo not drawn) | 1.4 | 0.1 | 8.4 | -0.3 | 2.3 | -1.0 | 3.2 | -1.0 | 2.6
C/C(CC(O)c1ccc2ccccc2n1)=N/O (stereo not drawn) | 2.2 | 2.7 | -4.5 | 1.2 | -0.4 | 0.5 | -2.1 | 0.2 | 2.3
COCC(=O)Nc1sc2c(c1C(=O)OC)CCCC2 | 5.7 | 8.5 | 11.6 | -1.8 | 8.1 | 1.0 | -3.9 | 0.6 | -2.1
CCN1CCN(c2nc(N)c([N+](=O)[O-])c(Nc3ccc(C)cc3)n2)CC1 | 5.4 | 3.8 | -2.5 | 6.8 | 1.7 | 1.2 | 2.9 | -0.4 | -1.4
CCCCn1c(CNC(=O)CC)nc2ccccc21 | 2.8 | 3.3 | 0.2 | 1.2 | 2.7 | 0.8 | -1.9 | 4.1 | -0.5
C=CCNC(=O)CSc1nnc(-c2ccccc2Br)n1-c1cccc(C(F)(F)F)c1 | -5.6 | -2.7 | -6.7 | 1.0 | -4.6 | -2.9 | -1.6 | -3.5 | -2.9
CN1CCN(C2=Nc3ccccc3Oc3ccc(Cl)cc32)CC1 | -1.8 | 8.4 | 11.0 | -1.6 | 2.4 | -0.8 | 0.8 | 0.4 | -0.8
N#CCc1ccc(NC(=O)Nc2cccc(Cl)c2)cc1 | -14.7 | -2.6 | 3.2 | -0.7 | 4.5 | -5.8 | -17.1 | -1.1 | -3.2
N#Cc1ccc(OCC(O)CN2CCN(C(c3ccccc3)c3ccccc3)CC2)cc1 (stereo not drawn) | 3.5 | -12.4 | -0.8 | 3.5 | 1.7 | 2.7 | 1.6 | -3.0 | -1.7
CC(NC(=O)COC(=O)c1ccc(OCC2CCCO2)cc1)c1ccccc1Cl (stereo not drawn) | 2.2 | 5.5 | -18.8 | · | -7.7 | · | · | 1.0 | ·
CCOC(=O)C1CCN(Cc2cc(Cl)c3ccccc3c2O)CC1 | -7.7 | 4.5 | 10.3 | -2.3 | 5.0 | 0.1 | 14.4 | -8.0 | 0.7
Cc1ccccc1CC1(CO)CCCN(Cc2cn[nH]c2-c2ccccc2)C1 (stereo not drawn) | -6.4 | 1.9 | 10.0 | -5.1 | 8.0 | 0.4 | 2.8 | -0.5 | 4.7
COc1ccc(OC)c(-c2csc(NC(=O)CSc3ccccc3)n2)c1 | -6.9 | 7.6 | -4.3 | -10.1 | 1.9 | -0.8 | 3.1 | -9.7 | 4.2
CC(=O)Nc1nnc(C2=COCCO2)o1 | 8.0 | 1.1 | 1.2 | 3.5 | 9.8 | -0.4 | 0.6 | 4.4 | -1.0
COc1cc(OC)cc(C(=O)Nc2nc(-c3ccccc3)c(-c3ccccc3)o2)c1 | -8.5 | 8.9 | 4.5 | -14.7 | 2.2 | -0.7 | -10.3 | 3.1 | -2.1
COc1cc(S(=O)(=O)NCc2ccccc2)ccc1Br | 7.2 | 1.7 | 7.9 | -0.8 | 8.0 | 3.4 | 5.7 | 6.1 | 2.7
OCCOCCn1c(C(CO)Nc2nc(-c3ccc(F)cc3)cs2)nc2ccccc21 (stereo not drawn) | 0.4 | -4.0 | -0.3 | 0.9 | -1.8 | 0.8 | 4.1 | -8.2 | 2.4

Compound activity from PubChem.

Some of the compounds tested (hit frequency here may not be typical).
